# Compound activity: PubChem, several laboratories
# MRP resist rev: reversal of MRP1-mediated doxorubicin resistance, primary screen, H69AR cells, doxorubicin co-treatment; H69AR cells + 2 uM doxorubicin, CellTiter-Glo, 72 h; differential viability (reversal), % at 10 µM; 0.04% of 85,000 active; AID 602, 2007;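 active means viability drop by adding the cancer drug above about 55%, with treated viability meeting a 40% cutoff, limit read from the data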;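 further: viability without doxorubicin minus viability with 2 µM doxorubicin for each compound; larger differential means the compound sensitizes cells more to doxorubicin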
# Bcl-B TR3 displacers: displacers of TR3 peptide from Bcl-B, primary screen, selectivity assay for Bfl-1 inhibitor project, biochemical, fluorescence polarization. Bcl-2-like protein 10 (Homo sapiens). FP displacement of FITC-TR3 peptide from Bcl-B; higher % means a stronger effect. one-dose displacement, % at 20 µM; IC50 in µM for titrated hits. 0.11% of 96,000 active;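 active means displacement above 50% at 20 µM plus a fluorescence interference ratio under 1.5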;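 further: plate controls were wells without compound for no effect and wells lacking Bcl-B protein for full effect; a part of the inactive calls stands beside numbers as strong as those of hits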
# NFkB transloc pot: enhancers of NFkB p65 translocation in HUVEC – imaging, IL-1B stimulus, high-content imaging, primary screen; HUVEC IL-1B NFkB p65 nuclear translocation imaging; activation, % at 2 µM; 0.3% of 94,000 active; AID 819, 2007;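 active means activation above 40%, about the mean plus 3 SD, also judged a hit on visual image review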;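 further: percent activation is computed from the nuclear over cytoplasmic p65 intensity ratio; values of inactives mirror those of a sister screen read the other way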
# PLAP inhibition: PLAP enzyme inhibitors, biochemical, luminescence, HTS (AID 690); Alkaline phosphatase, placental type (Homo sapiens); purified PLAP, luminescent substrate; higher % means a stronger effect; one-dose inhibition, % at 20 µM; IC50 in µM for titrated hits; 0.08% of 96,000 active; in the data active means a potency from the dose series; inactive means the rest, 99 in 100 with inhibition below about 30%; further: strong numbers were not always called active
# NFkB transloc inh: inhibitors of IL-1B driven NFkB p65 nuclear import, primary screen, imaging, HUVEC, IL-1B stimulus, high-content imaging; HUVEC IL-1B NFkB p65 nuclear translocation imaging; inhibition, % at 2 µM; 0.43% of 94,000 active; AID 796, 2007;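 active means inhibition above about 30% together with a positive call from visual inspection of the well image, limit read from the data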;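 further: nuclear over cytoplasmic p65 intensity ratio measured by imaging; 0% = IL-1B stimulated DMSO wells and 100% = unstimulated DMSO wells; values of inactives mirror those of a sister screen read the other way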
# MRP resist rev cytotoxicity: further read-out of MRP resist rev, marked with its call; viability, %; H69AR cells, CellTiter-Glo, 72 h; measured here: cytotoxicity without doxorubicin
# MRP resist rev with doxorubicin: also measured in MRP resist rev; calls as there; viability, %; measured here: viability with 2 uM doxorubicin; active compounds read low
# NFkB transloc inh cell count 2 µM: also measured in NFkB transloc inh; calls as there; cell count; measured here: cells passing quality filter;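 raw number of nuclei counted in each imaged well without normalization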
# NFkB transloc pot cell count 2 µM: recorded beside NFkB transloc pot, whose call it bears; cell count; measured here: cells passing quality filter
# * = called active by the depositor; · = not tested or not shown. These rows are one share of the data, so the mix of outcomes need not match the whole.
SMILES,MRP resist rev,MRP resist rev cytotoxicity,MRP resist rev with doxorubicin,Bcl-B TR3 displacers,NFkB transloc pot,NFkB transloc pot cell count 2 µM,PLAP inhibition,NFkB transloc inh,NFkB transloc inh cell count 2 µM
CC(=NCCc1ccccc1)C1=C(O)COC1=O,23,97,74,1%,16,130,12%,-16,130
COCCNC(=O)c1ccccc1-c1ccccc1C(=O)O,5,95,90,-3%,-3,145,-1%,3,145
Cc1ccc(C(C(=O)NC(C)(C)C)N(Cc2cccs2)C(=O)c2csnn2)cc1 (centres undefined),7,97,89,·,18,143,·,-18,143
Cc1onc(-c2ccccc2)c1C(=O)N1CCCc2ccccc21,19,112,94,7%,-7,173,2%,7,173
CCN(CC)S(=O)(=O)N1CCC(C(=O)NC2CCCC2)CC1,-9,96,105,4%,0,164,-8%,0,164
COc1cc(/C=C(/C(=O)c2cccs2)c2nc3ccccc3[nH]2)cc(OC)c1O,0,3,3,4%,-14,106,20µM*,14,106
Cn1nc(C(F)(F)F)c(C(=O)Nc2ccc(F)cc2F)c1Sc1cccc(Cl)c1,·,·,·,4%,15,140,3%,-15,140
COC(=O)c1ccc(NC(=O)CSc2ccccn2)cc1,6,93,87,6%,-10,169,20%,10,169
COc1ccc(N(CC(=O)N/N=C/c2ccco2)S(=O)(=O)c2ccccc2)cc1,·,·,·,0%,5,180,-6%,-5,180
COc1ccccc1CN1CC(C(=O)NCc2cccnc2)CC1=O (centres undefined),6,97,91,-10%,13,118,12%,-14,118
CCOC(=O)C1C(=O)NC(SC)=C(C#N)C1c1ccccc1F (centres undefined),-6,86,92,2%,·,·,-15%,·,·
Cn1c(=O)c2c(nc(CN3CCC(C(N)=O)CC3)n2Cc2ccccc2Cl)n(C)c1=O,4,76,72,-6%,·,·,-9%,·,·
Cc1cccc(OCCCCCn2ccnc2)c1,14,100,87,-4%,8,175,32%,-8,175
CCN=c1scc(C)n1/N=C/c1ccc(O)c(O)c1O,·,·,·,14%,-10,118,-25%,10,118
COc1ccccc1NC(=O)C(C)N1CCN(C/C=C/c2ccccc2)CC1 (centres undefined),10,74,64,6%,0,87,-56%,0,87
Cc1ccc(S(=O)(=O)N[C@H](C(=O)N2CCC(C(=O)N3CCC[C@H]3C(=O)O)CC2)C(C)C)cc1,6,98,92,14%,-3,88,-12%,3,88
COc1cccc2cc(C(C)N(CCCN3CCOCC3)C(=O)Nc3ccccc3)oc12 (centres undefined),-3,80,83,11%,-8,119,-40%,8,119
Cc1nc2ccccc2c2oc(C(=O)N3CCN(C4CCCCC4)CC3)cc12,-10,74,85,2%,·,·,-41%,·,·
CN(C)/C=C1\C=C(c2ccccc2)OC1=O,0,88,88,8%,13,182,8%,-13,182
CCOc1ccc(OCC)c(NC(=O)C2COc3ccccc3O2)c1 (centres undefined),-17,43,59,4%,18,128,-21%,-18,128
Cc1ccc(Cl)cc1N1CCN(Cc2nc3c(c(=O)[nH]c(=O)n3C)n2Cc2ccccc2F)CC1,-1,19,20,0%,·,·,-57%,·,·
CNc1nc(SC)nc2ccsc12,·,·,·,-4%,-6,137,-1%,6,137
Cc1cc(N2C(=O)C(=O)/C(=C(/O)c3ccc(Cl)cc3)C2c2cccc(Br)c2)no1 (centres undefined),-9,80,89,-9%,-3,182,-16%,3,182
CCn1c(CNc2ccccc2Cl)nnc1SCC(=O)OC1CCCCC1,10,93,83,-1%,12,119,-41%,-12,119

# A draw from above in order of molecular weight, highest first:
SMILES,MRP resist rev,MRP resist rev cytotoxicity,MRP resist rev with doxorubicin,Bcl-B TR3 displacers,NFkB transloc pot,NFkB transloc pot cell count 2 µM,PLAP inhibition,NFkB transloc inh,NFkB transloc inh cell count 2 µM
Cc1ccc(S(=O)(=O)N[C@H](C(=O)N2CCC(C(=O)N3CCC[C@H]3C(=O)O)CC2)C(C)C)cc1,6,98,92,14%,-3,88,-12%,3,88
Cc1cc(N2C(=O)C(=O)/C(=C(/O)c3ccc(Cl)cc3)C2c2cccc(Br)c2)no1 (centres undefined),-9,80,89,-9%,-3,182,-16%,3,182
Cn1nc(C(F)(F)F)c(C(=O)Nc2ccc(F)cc2F)c1Sc1cccc(Cl)c1,·,·,·,4%,15,140,3%,-15,140
Cn1c(=O)c2c(nc(CN3CCC(C(N)=O)CC3)n2Cc2ccccc2Cl)n(C)c1=O,4,76,72,-6%,·,·,-9%,·,·
COc1cccc2cc(C(C)N(CCCN3CCOCC3)C(=O)Nc3ccccc3)oc12 (centres undefined),-3,80,83,11%,-8,119,-40%,8,119
CCn1c(CNc2ccccc2Cl)nnc1SCC(=O)OC1CCCCC1,10,93,83,-1%,12,119,-41%,-12,119
COc1cc(/C=C(/C(=O)c2cccs2)c2nc3ccccc3[nH]2)cc(OC)c1O,0,3,3,4%,-14,106,20µM*,14,106
COc1ccccc1NC(=O)C(C)N1CCN(C/C=C/c2ccccc2)CC1 (centres undefined),10,74,64,6%,0,87,-56%,0,87
Cc1nc2ccccc2c2oc(C(=O)N3CCN(C4CCCCC4)CC3)cc12,-10,74,85,2%,·,·,-41%,·,·
CCOc1ccc(OCC)c(NC(=O)C2COc3ccccc3O2)c1 (centres undefined),-17,43,59,4%,18,128,-21%,-18,128
COc1ccccc1CN1CC(C(=O)NCc2cccnc2)CC1=O (centres undefined),6,97,91,-10%,13,118,12%,-14,118
CCOC(=O)C1C(=O)NC(SC)=C(C#N)C1c1ccccc1F (centres undefined),-6,86,92,2%,·,·,-15%,·,·
COC(=O)c1ccc(NC(=O)CSc2ccccn2)cc1,6,93,87,6%,-10,169,20%,10,169
Cc1cccc(OCCCCCn2ccnc2)c1,14,100,87,-4%,8,175,32%,-8,175
CN(C)/C=C1\C=C(c2ccccc2)OC1=O,0,88,88,8%,13,182,8%,-13,182
CNc1nc(SC)nc2ccsc12,·,·,·,-4%,-6,137,-1%,6,137

# Additional results.
SMILES,MRP resist rev,MRP resist rev cytotoxicity,MRP resist rev with doxorubicin,Bcl-B TR3 displacers,NFkB transloc pot,NFkB transloc pot cell count 2 µM,PLAP inhibition,NFkB transloc inh,NFkB transloc inh cell count 2 µM
COC(=O)c1c(NC(=O)C2c3ccccc3Oc3ccccc32)sc(C)c1C,·,·,·,4%,5,86,0%,-5,86
CCOC(=O)CSC1=C(C#N)C(c2ccccc2)C(C(C)=O)=C(C)N1 (centres undefined),1,80,79,2%,-11,109,-29%,11,109
O=C(Cn1cnc2c(cnn2-c2ccccc2)c1=O)OCc1ccccc1,12,103,92,-3%,8,192,-4%,-8,192
COCCCN1C(=O)c2ccc(C(=O)Nc3ccc(OC)cc3OC)cc2C1=O,2,97,95,-7%,-16,183,-6%,16,183
O=C(C1CCCN(Cc2cccs2)C1)N1CCCCCC1 (centres undefined),6,93,88,-13%,-5,149,1%,5,149
Cn1c(CNS(=O)(=O)c2ccc(F)cc2)n[nH]c1=S,·,·,·,-5%,-2,135,-6%,2,135
O=C1CCC(C(=O)O)(c2ccccc2)C1 (centres undefined),-6,98,104,-1%,3,157,4%,-2,157
O=c1/c(=C\c2cccnc2)sc2nc3ccccc3n12,3,73,70,1%,-11,139,10%,11,139
Cc1nn(C)cc1C1Nc2ccccc2C(=O)N1O (centres undefined),6,91,85,·,-13,85,·,13,85
Cc1ccc(-n2c(Cc3cccn3C)nnc2SCC(=O)N2CCN(c3ccccc3)CC2)cc1,21,94,73,-8%,·,·,-47%,·,·
CO/N=C/NC(=O)c1c(OC)ccnc1Oc1cccc(C(F)(F)F)c1,·,·,·,-4%,-1,136,-16%,1,136
Cc1sc2nc(NCCO)[nH]c(=O)c2c1C,4,99,94,-7%,11,206,0%,-11,206
CCOC(=O)c1sc(NC(=O)CSc2nnnn2-c2ccc(C)cc2C)nc1C,2,84,83,-4%,5,129,0%,-5,129
O=C(N/N=C/c1ccncc1)c1cc([N+](=O)[O-])cc([N+](=O)[O-])c1O,·,·,·,14%,13,156,3%,-14,156
Cc1ccc(NC(=O)NC(=O)CN2C(=O)NC3(CCc4ccccc43)C2=O)c(C)c1 (centres undefined),0,96,96,1%,20,80,5%,-20,80
CC(OC(=O)CCCN1C(=O)c2ccccc2C1=O)C(=O)Nc1ncc(Cl)cc1Cl (centres undefined),3,96,93,5%,-8,105,-9%,8,105
C/C(O)=C(/C#N)c1nc2ccccc2[nH]1,8,109,100,1%,10,113,4%,-10,113
CCC(c1nnnn1Cc1ccco1)N1CCC(C(N)=O)CC1 (centres undefined),-1,82,84,-1%,-1,203,-6%,2,203
O=C(Cc1ccc(-n2cccc2)cc1)NC1CCCCC1,8,82,74,-4%,-4,189,-6%,4,189
COc1ccc(C(=O)N/N=C2/SCC(=O)N2Cc2ccc3c(c2)OCO3)cc1OC,·,·,·,3%,0,101,-1%,0,101
O=C(Nc1nc(-c2ccccc2)cs1)C1CCCN(S(=O)(=O)c2ccccc2)C1 (centres undefined),-20,65,86,-17%,-12,199,-25%,12,199
O=C(O)c1ccc(Cl)c(NC(=O)C2CCCN2S(=O)(=O)c2cccc3nsnc23)c1 (centres undefined),-1,107,108,6%,15,113,-13%,-16,113
CC(C)C(=O)N(Cc1cc2ccccc2[nH]c1=O)C(C)(C)C,0,94,94,5%,-4,184,-25%,4,184
O=S(=O)(Nc1ccc2nc(-c3ccco3)[nH]c2c1)c1ccccc1,4,96,92,4%,-3,124,-1%,3,124
Cc1cccc(C)c1NC(=O)C(c1cccs1)N(Cc1ccco1)C(=O)Cn1nnc2ccccc21 (centres undefined),-1,71,71,1%,·,·,16%,·,·
CCSC1=C(C#N)C(c2ccccc2C)CC(=O)N1 (centres undefined),21,93,72,-2%,·,·,8%,·,·
Cc1cc(C)c(S(=O)(=O)Nc2ccc(-c3cn4ccccc4n3)cc2)c(C)c1,·,·,·,-3%,26,179,-14%,-26,179
COc1ccc(C/C(N)=N/OC(=O)C(c2ccccc2)c2ccccc2)cc1OC,·,·,·,17%,10,139,-4%,-10,139
Cc1nc2ccc(NC(=O)N3CCSCC3)cc2nc1C,1,95,94,5%,14,118,-14%,-14,118
Clc1ccc2[nH]c(-c3ccccc3)cc2c1,·,·,·,0%,7,228,0%,-7,228
CN1C(=O)C2(C(C#N)=C(N)Oc3c2oc(CO)cc3=O)c2ccccc21 (centres undefined),5,92,87,-4%,17,140,16%,-17,140
Cc1ccccc1Nc1ncnc2c1cnn2-c1ccccc1,-14,62,77,-5%,·,·,6%,·,·
CCC(=O)c1cc(-c2nc3ccccc3n2C)n(C)c1,24,103,79,4%,4,151,7%,-4,151
COCCN1C(=O)C(CC(=O)Nc2ccc(C(C)=O)cc2)SC1=Nc1ccccc1 (centres undefined),·,·,·,5%,4,180,-60%,-4,180
COc1cccc(C(=O)Nc2ncc3c(n2)CC(c2ccc(OC)cc2OC)CC3=O)c1 (centres undefined),-39,18,56,-20%,9,171,-51%,-9,171
Cc1nn(C)c(C)c1NC(=O)CN1CCC(O)(c2ccc3c(c2)OCO3)CC1,22,104,82,4%,21,176,-18%,-21,176
